# KCNH2 WT inh: blocks the wildtype human KCNH2 potassium channel. Q12809. U2OS, BacMam KCNH2, thallium flux FluxOr; active compounds read low. activity change, % at 1.84 µM. 0.37% of 340,000 active. AID 720551;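 active means maximum activity change below -70%; inconclusive means maximum activity change between -70% and -50%; inactive means maximum activity change above -50%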; further: on the % scale 0 is the no-effect control and ±100 the full control effect
#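 U2OS cells were transduced with wild-type KCNH2 virus (2.03 x 10^8 / mL) for 4 h at room temperature, then cultured overnight at 37 C. Thallium flux was read with FluxOr dye. Rate constants were normalized to DMSO controls.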
# TSHR antag: human thyrotropin receptor antagonism. 0.2% of 330,000 active. AID 504810. TSHR-expressing cells, TSH-stimulated cAMP HTRF, 2 h; active compounds read low. activity change, negative = inhibition, % at 11.5 µM;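 active means activity change below a set negative limit, meaning inhibition stronger than a set level, cut at about -70% in these data; inconclusive means activity change between two set negative limits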; further: on the % scale 0 is the no-effect control and ±100 the full control effect
# Target sequence (P16473 whole entry, looked up): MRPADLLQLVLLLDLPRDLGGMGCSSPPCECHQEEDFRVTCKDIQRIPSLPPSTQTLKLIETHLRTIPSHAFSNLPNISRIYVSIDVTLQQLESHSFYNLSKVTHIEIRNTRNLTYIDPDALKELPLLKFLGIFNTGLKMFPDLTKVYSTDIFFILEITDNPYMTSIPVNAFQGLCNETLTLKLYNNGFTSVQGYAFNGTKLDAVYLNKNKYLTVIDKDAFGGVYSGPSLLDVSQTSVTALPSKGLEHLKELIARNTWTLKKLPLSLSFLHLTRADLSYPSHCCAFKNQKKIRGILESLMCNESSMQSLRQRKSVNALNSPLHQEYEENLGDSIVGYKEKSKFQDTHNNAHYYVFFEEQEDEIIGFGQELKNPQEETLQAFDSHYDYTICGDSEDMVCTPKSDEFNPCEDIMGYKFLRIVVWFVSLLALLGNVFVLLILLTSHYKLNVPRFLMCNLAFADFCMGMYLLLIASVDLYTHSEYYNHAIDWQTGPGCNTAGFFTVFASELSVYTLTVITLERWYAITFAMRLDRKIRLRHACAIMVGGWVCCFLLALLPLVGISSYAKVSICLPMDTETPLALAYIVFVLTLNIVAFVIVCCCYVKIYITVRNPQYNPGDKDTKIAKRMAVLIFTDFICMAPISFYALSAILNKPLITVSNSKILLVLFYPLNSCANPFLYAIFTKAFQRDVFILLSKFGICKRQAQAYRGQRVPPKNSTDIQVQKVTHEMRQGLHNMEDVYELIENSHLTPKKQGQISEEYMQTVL
#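 Antagonism was scored as loss of TSH-driven cAMP in TSHR cells, stimulated with 4nM TSH (EC80) for 2 hours at 37 deg C and detected by homogeneous HTRF competition immunoassay.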
# Mito fusion act: blocks mitochondrial division or promotes mitochondrial fusion; S. cerevisiae fusion-defective mutant growth rescue, CellTiterGlo 48 h; Potency, µM (highest dose often 46.1 µM), inactives show at the top dose growth rescue (activation), actives largely listed as activators; 0.23% of 320,000 active; AID 485298;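 further: potency means the concentration at half of the fitted maximal effect; % of control where 0% means no effect; nearly all actives have a fitted effect of over 45% in size; temperature-sensitive fusion mutants such as fzo1-1 at 37 °C on non-fermentable ethanol glycerol medium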
#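 Temperature-sensitive fusion-defective S. cerevisiae (e.g. fzo1-1, mgm1-5) were grown with compound in YPEG medium (3% ethanol, 3% glycerol) for 48 hours at 37C. Growth rescue was measured as viability by CellTiterGlo luminescence after 10 minutes at ambient.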
# A-T KAP1 phos: candidate therapy for ataxia-telangiectasia; […] A-T fibroblasts, KAP-1 phosphorylation AlphaLISA; neocarzinostatin DNA damage 30 min before lysis; Potency, µM (highest dose often 57.5 µM), inactives show at the top dose activation, usual class: activators; 0.19% of 320,000 active; AID 485349; further: potency means the concentration at half of the fitted maximal effect; % of control where 0% means no effect; nearly all actives have a fitted effect of over 45% in size
#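 ATM-like activity read as KAP-1 phosphorylation via AlphaLISA donor/acceptor antibody pairs after lysis and 6 hr at 25C. Cells were ATM-null patient fibroblasts ([…], hTERT), dosed 60 min, then exposed to the DSB inducer NCS for 30 min.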
# TCR act: activators of T cell receptors. primary human leukocytes, anti-CD3, IL-2 HTRF, 48 h. Potency, µM (doses to about 9.22 µM), for the others: top-dose activation of IL-2 secretion, actives largely listed as activators. 330,000 tested, under 10 active; further: % of control where 0% means no effect
#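 48 hr co-incubation of compounds, a-CD3 beads and primary human leukocytes; IL-2 quantified homogeneously by HTRF with anti-IL-2 K and d2 conjugates.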
# TRPV1 ag: human TRPV1 agonism; 0.19% of 320,000 active; TRPV1-expressing cells, Fluo-8 calcium influx, agonist mode; activation, % at 8.33 µM; Q8NER1; in the data active means activation above about 80%; inconclusive means between about 30% and that limit; further: 0% is about no effect
#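 Fluo-8 calcium influx in TRPV1-expressing cells, kinetic read (ex 480/em 520 nm). Compound added and read 3 min for agonist activity, followed by capsaicin at EC20 final and 2 min further read for enhancement.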
# Eya2 phos inh: blocks the phosphatase activity of human Eya2. O00167. recombinant Eya2, OMFP fluorescence dephosphorylation (OMFP is methylfluorescein phosphate). Potency, µM (highest dose often 76.9 µM), without a hit: at the highest dose activity, negative = inhibition, hits mostly inhibitors. 0.006% of 330,000 active; further: potency means the concentration at half of the fitted maximal effect; on the % scale 0 is the no-effect control and ±100 the full control effect
#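 Eya2 (0.2 uM) preincubated 10 min at ambient with compound, then OMFP substrate added at 50 uM; 10 min reaction in 50 mM HEPES pH 7.5, 50 mM NaCl, 5 uM MgCl2, 0.05% BSA, 1 mM DTT. Fluorescence read at Ex 485/Em 525 nm.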
# ELG1 repair inh: ELG1-dependent DNA repair inhibition | HEK293T ELG1-luciferase reporter, luminescence, 16 h; DNA damage induced by 5-fluorouridine | Potency, µM (top dose mostly 46.1 µM), for the others: at the top dose activity change, negative = inhibition, most hits filed as inhibitors | AID 504467 | 2.3% of 330,000 active; further: potency means the concentration at half of the fitted maximal effect; on the % scale 0 is the no-effect control and ±100 the full control effect; nearly all actives have a fitted effect of over 55% in size
#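 Overnight (16 hr) co-exposure of 2,000 cells/well to 5-fluorouridine and compound at 37 °C preceded detection. Luciferase was quantified via ONE-Glo luminescence; loss of signal denotes inhibition.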
# USP2a inh: blocks human ubiquitin-specific protease USP2a; O75604; USP2 core, Ub-CHOP2 coupled fluorogenic reporter, 485/531; Potency, µM (top dose mostly 38.3 µM), without a hit: at the highest dose activity change, negative = inhibition, hits mostly inhibitors; 0.01% of 330,000 active;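 further: potency means the concentration at half of the fitted maximal effect; plate controls were DMSO wells for no effect and full inhibition by NEM control for full effect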
#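 USP2 core (10nM final) preincubated 30min RT with compound in 20mM Tris-HCl pH 8.0, 2mM CaCl2, 2mM beta-mercaptoethanol, 0.05% CHAPS; 25nM Ub-CHOP2 plus 25nM reporter substrate added, fluorescence (Ex485/Em531) read after 60min.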
# KCNH2 3.1 inh: blocks the human KCNH2 3.1 channel isoform; activity change, % (tested at about 1.8 µM); AID 720553; U2OS KCNH2 3.1, thallium flux FluxOr; active compounds read low; 0.95% of 340,000 active;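 active means maximum activity change below -70%; inconclusive means maximum activity change from -70% to -50%; inactive means maximum activity change above -50%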;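 further: thallium influx rate constant from kinetic fluorescence after stimulation buffer; on the % scale 0 is the no-effect control and ±100 the full control effect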
#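 Normalized rate constant (relative to positive and negative DMSO controls) derived from a 2 min kinetic fluorescence read after stimulation; U2OS cells expressing the 3.1 isoform via virus at 1.77 x 10^8 /mL.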
# * = called active by the depositor; i = inactive; ? = inconclusive; / = not tested or not shown; [ ] = another dose, or the depositor's remark. Unless noted, the call rests on the fitted dose curve; in most records, active means well fitted curve in the direction sought with a large enough effect; inconclusive means small, poorly fitted or top-dose-only effect, or another doubt; inactive means no such curve, though single readings can be large; an effect the other way counts as inactive or inconclusive.
SMILES,KCNH2 WT inh,TSHR antag,Mito fusion act,A-T KAP1 phos,TCR act,TRPV1 ag,Eya2 phos inh,ELG1 repair inh,USP2a inh,KCNH2 3.1 inh
COc1ccc(CCNC(=O)COc2cc(=O)n(C)c3ccccc23)cc1OC,-9,-3,10%,-2%,1%,-5,-16%,?,5%,-10
COc1ccc(NC(=O)CSc2nc3sc4c(c3c(=O)n2-c2ccc(OC)cc2)CCN(C)C4)cc1,-4,-6,-7%,-5%,14%,0,-9%,7%,1%,2
COC(=O)c1ccc(CSc2ncnc3c2nnn3-c2ccc(OC)cc2)o1,3,3,-11%,-1%,-4%,11,-11%,5%,0%,-8
CC(C)CC(=O)N1CCN(C(=O)c2ccc(F)cc2)CC1,-5,0,1%,0%,-2%,4,5%,-2%,-2%,-8
O=C(O)c1ccc(NS(=O)(=O)c2cccc(C(=O)Nc3ccc([N+](=O)[O-])cc3)c2)cc1,-7,0,0%,-10%,/,0,10%,-7%,0%,-12
O=C(NCc1cccnc1)c1ccc(-c2cc(Cl)ccc2Cl)o1,0,-7,?,-2%,-2%,?,-13%,23µM*,0%,1
Cc1ccc(C)c(C(=O)COc2ccccc2[N+](=O)[O-])c1,-1,-1,-2%,-16%,0%[46.1 µM],22,4%,2%,2%,-7
CN(C)C1N(C(=O)c2ccccc2)N=C2c3ccccc3S(=O)(=O)N21 (configuration not stated),i,5,2%,-3%,-4%,2,7%,10%,0%,-1
C/C=C(/C)C(=O)OC1CC(C)(C)C[C@H]2C3=CC[C@@H]4[C@@]5(C)CCC(O[C@@H]6O[C@@H](C(=O)O)[C@@H](O)C(O[C@@H]7OC[C@H](O)[C@@H](O)[C@@H]7O[C@@H]7OC(CO)C(O)[C@@H](O)[C@@H]7O)C6O[C@@H]6OC(CO)C(O)C(O)C6O)[C@@](C)(CO)[C@@H]5CC[C@]4(C)[C@]3(C)CC(O)[C@@]12CO (some centres not stated),12,-15,/,-6%,-38%,/,23%,?,0%,-14
CCN1C(=C(C#N)C#N)C=Cc2cc(C)ccc21,-4,0,13%,-3%,0%,2,11%,17%,-1%,-12
C#CCOCCOCCOCCNc1nc(N2CCN(C(=O)CCCCCCCCCCNC(=O)Cn3cc(CCCCCN)nn3)CC2)nc(N2CCN(C(=O)CCCCCCCCCCNC(=O)[C@H](CO)n3cc(CCCSC)nn3)CC2)n1,58,0,-10%,3%,-3%,-3,-4%,?,-27%,2
Cc1cc(Cl)ccc1OCCCC(=O)Nc1cccnc1,-8,-12,0%,11%,3%,?,-2%,?,-1%,-13
CCOC(=O)N1CCN(S(=O)(=O)c2ccc3c(c2)OCC(=O)N3)CC1,4,-4,-1%,-2%,0%,0,15%,-4%,1%,-12
COc1cccc(-n2nnnc2SCC(=O)Nc2ccc(C(C)=O)cc2)c1,-12,-1,-5%,-1%,-8%[46.1 µM],-3,-25%,-1%,1%,5
COc1ccc(C(=O)N2CCN(S(=O)(=O)c3ccccc3)CC2)c(OC)c1,2,-6,0%,3%,/,0,-22%,-1%,-2%,1
CCOC(=O)c1ccc(NC(=O)c2c(C)[nH]c(C(=O)OCC)c2C)cc1,-13,5,-3%,3%,/,2,-8%,-19%,0%,3
COc1ccc(C(CNC(=O)c2ccc(-c3ccccc3)cc2)N(C)C)cc1OC (configuration not stated),9,1,-7%,10%,6%,8,-3%,-1%,1%,-9
CC1(C)SC(=S)N(/N=C/c2cccnc2)C1N(O)C(=O)Nc1ccccc1 (configuration not stated),-6,-1,1%,4%,7%,8,3%,14%,13%,-3
Cc1ccc(C(=O)N/C(=C/c2cccnc2)C(=O)NCc2ccco2)cc1,-7,-1,-5%,8%,-3%[46.1 µM],-2,-9%,3%,1%,2
CCOC(=O)c1c(NC(=O)COC(=O)c2cccnc2OCC)sc(C(=O)N(CC)CC)c1C,-1,3,/,14%,3%,/,4%,7.3µM*,4%,-14
CCN1CCN(Cc2ccc(NC(=O)c3cc(NC(=O)c4nccnc4N)cc(OC)c3)cc2C(F)(F)F)CC1,2,4,-14%,-5%,1%,0,0%,-17%,4%,0
CCN(CC)C(=O)c1cn(-c2cccc(OC)c2)c(=O)c2ccccc12,1,11,1%,-2%,2%,-4,6%,15%,-1%,3
O=C(CSc1nnc(-c2ccncc2)n1-c1ccccc1)Nc1ccc(C(=O)O)cc1,7,38,4%,9%,8%,-2,4%,4%,-4%,?
CN(C)c1ccc(N/C(=N\S(=O)(=O)c2cccs2)c2ccccc2)cc1,0,-4,-1%,-3%,1%[46.1 µM],12,-6%,4%,1%,0
Cc1ccc(-c2nc3ccc([N+](=O)[O-])cc3[nH]2)cc1,-12,-5,21%,3%,-1%,0,3%,?,0%,-1
CCN(CC)S(=O)(=O)c1ccc2oc(SCC(=O)Nc3cc(C)on3)nc2c1,-3,-9,-10%,-1%,9%,0,-1%,10µM*,-1%,14
O=C(c1cc(S(=O)(=O)N2CCOCC2)ccc1Cl)N1CCCCC1CO (configuration not stated),1,-2,/,3%,2%,/,-3%,3%,-1%,-46
CC(C)n1nccc1N(Cc1ccc(Cl)cc1)S(=O)(=O)c1ccccc1,-1,-2,-2%,0%,2%,19,9%,-23%,-1%,-11
CCOc1ccc(C(=O)N/N=C/c2cc([N+](=O)[O-])cs2)cc1,2,9,1%,4%,0%,-1,-12%,17%,1%,22
COc1ccccc1OCc1nc2ccccc2[nH]1,-9,1,-3%,8%,1%,6,11%,?,0%,0
CCOc1ccc(CCNC(=O)C2CCN(S(=O)(=O)N3CCCCC3)CC2)cc1OCC,-6,24,-6%,-10%,-2%,1,-1%,?,-1%,3
COc1ccc(-c2nc(-c3cccs3)c(-c3cccs3)[nH]2)cc1OC,10,-26,-3%,-3%,1%,0,-1%,21µM*,-8%,-8
CC(C)CN(CCNC(=O)c1cn(C)c2ccc(S(=O)(=O)N3CCCC3)cc2c1=O)CC(C)C,-16,-6,2%,3%,-16%,22,0%,?,-2%,0
CCCN(CCC)C(=O)Cc1ccc(F)cc1,2,6,-2%,-2%,-4%,9,-4%,5%,3%,0
CCc1nnc(NC(=O)c2cc(C)nc3ccccc23)s1,-2,-8,9%,-6%,-4%,0,-2%,2%,-1%,2
CSc1ccc(S(=O)(=O)NCC(=O)OCC(=O)N(C)C2CCCCC2)cc1[N+](=O)[O-],5,-10,6%,-9%,7%,8,-37%,2%,2%,2

# Structural class: the compounds so far with a halogen (seven)
SMILES,KCNH2 WT inh,TSHR antag,Mito fusion act,A-T KAP1 phos,TCR act,TRPV1 ag,Eya2 phos inh,ELG1 repair inh,USP2a inh,KCNH2 3.1 inh
CC(C)CC(=O)N1CCN(C(=O)c2ccc(F)cc2)CC1,-5,0,1%,0%,-2%,4,5%,-2%,-2%,-8
O=C(NCc1cccnc1)c1ccc(-c2cc(Cl)ccc2Cl)o1,0,-7,?,-2%,-2%,?,-13%,23µM*,0%,1
Cc1cc(Cl)ccc1OCCCC(=O)Nc1cccnc1,-8,-12,0%,11%,3%,?,-2%,?,-1%,-13
CCN1CCN(Cc2ccc(NC(=O)c3cc(NC(=O)c4nccnc4N)cc(OC)c3)cc2C(F)(F)F)CC1,2,4,-14%,-5%,1%,0,0%,-17%,4%,0
O=C(c1cc(S(=O)(=O)N2CCOCC2)ccc1Cl)N1CCCCC1CO (configuration not stated),1,-2,/,3%,2%,/,-3%,3%,-1%,-46
CC(C)n1nccc1N(Cc1ccc(Cl)cc1)S(=O)(=O)c1ccccc1,-1,-2,-2%,0%,2%,19,9%,-23%,-1%,-11
CCCN(CCC)C(=O)Cc1ccc(F)cc1,2,6,-2%,-2%,-4%,9,-4%,5%,3%,0

# Screening data as filed in PubChem BioAssay.

# The list is partial. The share of hits here may be higher or lower than overall.
